# High-throughput results: PubChem BioAssay, several laboratories
# Mtb BioA inh: BioA (M. tuberculosis) enzyme inhibition; purified M. tuberculosis BioA enzyme, plate reader; inhibition, % at 9.99 µM; 360,000 compounds, 0.096% hits; AID 602481; in the data active = inhibition above about 40%; inconclusive = no clear call, values can overlap the other calls
# GDH-TPI inh: counter-screen for M. tuberculosis FBA inhibitors: GDH-TPI coupled enzymes; AID 588335; 360,000 compounds, 1.2% hits; GDH-TPI coupled enzyme counterscreen, NADH absorbance; inhibition, % at 4.8 µM; in the data active = inhibition above about 30%;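 note: 0% = DMSO wells and 100% = wells lacking the enzyme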
# MazEF act: activators of E. coli MazEF toxin-antitoxin RNase | P0AE70 | FAM/BHQ RNA-DNA oligo cleavage fluorescence, 5 h | activation, % at 20 µM | 350,000 compounds, 0.32% hits | AID 504720; in the data active = activation above about 50%
# Target sequence (P0AE70 whole entry, looked up): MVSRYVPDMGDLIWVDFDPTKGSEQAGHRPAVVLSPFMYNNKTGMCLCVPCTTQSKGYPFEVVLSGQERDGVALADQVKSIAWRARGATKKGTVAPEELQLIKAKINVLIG
# PrPC TRFRET: inhibitors of human cell surface prion protein PrPC. P04156. TR-FRET read-out. inhibition, % at 13.8 µM. 370,000 compounds, 0.43% hits. AID 720596; in the data active = inhibition above about 24%; note: 0% = median of the test wells and 100% = reference compound wells
# Rv3671c inh: inhibitors of M. tuberculosis serine protease Rv3671c. P9WHR9. inhibition, % at 5.96 µM. 320,000 compounds, 0.048% hits; in the data active = inhibition above about 38%;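 note: extracellular domain of Rv3671c used as enzyme; 0% = enzyme with DMSO and 100% = no enzyme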
# Mtb FBA inh: inhibits M. tuberculosis FBA enzyme; P9WQA3; inhibition, % at 1 µM; purified M. tuberculosis FBA, fluorescence read-out; 360,000 compounds, 2.3% hits; in the data active = inhibition above about 27%;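 note: 0% = vehicle and 100% = reference inhibitor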
# Target sequence (P9WQA3 whole entry, looked up): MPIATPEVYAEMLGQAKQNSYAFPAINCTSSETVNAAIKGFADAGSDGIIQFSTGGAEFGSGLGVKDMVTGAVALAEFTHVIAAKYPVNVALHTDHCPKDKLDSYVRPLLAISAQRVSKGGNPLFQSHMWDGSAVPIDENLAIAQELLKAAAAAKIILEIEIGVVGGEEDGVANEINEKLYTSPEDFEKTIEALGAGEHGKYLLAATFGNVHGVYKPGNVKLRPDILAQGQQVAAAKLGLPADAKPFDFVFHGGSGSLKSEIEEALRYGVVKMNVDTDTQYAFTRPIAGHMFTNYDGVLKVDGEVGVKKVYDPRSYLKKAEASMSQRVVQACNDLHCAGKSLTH
# FadD28 binding: blocks FadD28 binding to the bisubstrate probe; fluorescence polarization; inhibition, % at 12.5 µM; 360,000 compounds, 0.22% hits; in the data active = inhibition above about 8.5%, passing the limit was not always enough; inconclusive = no clear call, values can overlap the other calls
# BoNT-F LC inh: BoNT F light chain protease inhibition; Multiplex microsphere protease cleavage assay, flow cytometry; AID 588497; 360,000 compounds, 0.22% hits; inhibition, % at 10 µM; in the data active = inhibition above about 35%, passing the limit was not always enough; inconclusive = no clear call, values can overlap the other calls; note: plate controls were buffer without enzyme for full effect and enzyme alone for no effect
# UGM FP inh: Mtb UDP-galactopyranose mutase inhibition | P9WIQ1 | purified UGM, fluorescence polarization probe displacement | inhibition, % at 10 µM | 320,000 compounds, 0.06% hits | AID 504406; in the data active = inhibition above about 10%, passing the limit was not always enough; inconclusive = no clear call, values can overlap the other calls
# Target sequence (P9WIQ1 whole entry, looked up): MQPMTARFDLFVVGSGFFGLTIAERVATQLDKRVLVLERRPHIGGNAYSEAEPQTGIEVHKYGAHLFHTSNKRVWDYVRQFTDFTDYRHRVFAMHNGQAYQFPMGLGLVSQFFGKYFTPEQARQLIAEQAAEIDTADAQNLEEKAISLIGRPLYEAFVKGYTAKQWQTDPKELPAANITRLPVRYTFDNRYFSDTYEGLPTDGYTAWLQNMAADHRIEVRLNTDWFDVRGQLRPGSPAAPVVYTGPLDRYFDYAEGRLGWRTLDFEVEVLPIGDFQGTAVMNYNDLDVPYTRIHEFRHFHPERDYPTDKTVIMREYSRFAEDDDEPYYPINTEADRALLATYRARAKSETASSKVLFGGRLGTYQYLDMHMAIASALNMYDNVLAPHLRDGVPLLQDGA
# The depositor's hits bear a star; ? = inconclusive; · = no result given; & = joins results of further samples.
# Sample of the layout:
SMILES,Mtb BioA inh,GDH-TPI inh,MazEF act,PrPC TRFRET,Rv3671c inh,Mtb FBA inh,FadD28 binding,BoNT-F LC inh,UGM FP inh
COC(=O)Cc1[nH]nc2c1C1(CCSCC1)C(C#N)=C(N)O2,·,11,-1,-10,5,3,-0.6,-2,-0.4
COCCCNC(=O)c1ccc(Cn2c(=O)c3ccccc3n(Cc3ccc(C)cc3)c2=O)cc1,-0.1,10,2,5,-2,1,1.3,-13,-3.1
Cc1ccc(NC(=O)c2cnc(SCC(=O)c3ccccc3)n(C)c2=O)cc1,-1.5,7,-17,·,-1,3,-2.1,15,-2.3
CCNC(=O)COC(=O)c1cc(S(=O)(=O)N2CCCc3ccccc32)ccc1Cl,·,1,6,11,-4,5,-1.8,3,0.5
CCCN1CNC(=S)N(CCc2ccccc2)C1,·,10,0,2,-8,0,-1.1,0,-0.4
COCCn1c(=S)[nH]c2cc(C(=O)N3CCN(c4cccc(Cl)c4)CC3)ccc2c1=O,-1.9,9,1,-3,8,3,-1.0,6,2.4
CCOC(=O)C1CCN(CC(O)COc2ccc(C(C)=O)cc2)CC1 (stereo not given),-0.5,7,-1,·,-4,-1,-0.7,-6,-0.5

# Results, previewed entries included:
SMILES,Mtb BioA inh,GDH-TPI inh,MazEF act,PrPC TRFRET,Rv3671c inh,Mtb FBA inh,FadD28 binding,BoNT-F LC inh,UGM FP inh
COC(=O)Cc1[nH]nc2c1C1(CCSCC1)C(C#N)=C(N)O2,·,11,-1,-10,5,3,-0.6,-2,-0.4
COCCCNC(=O)c1ccc(Cn2c(=O)c3ccccc3n(Cc3ccc(C)cc3)c2=O)cc1,-0.1,10,2,5,-2,1,1.3,-13,-3.1
Cc1ccc(NC(=O)c2cnc(SCC(=O)c3ccccc3)n(C)c2=O)cc1,-1.5,7,-17,·,-1,3,-2.1,15,-2.3
CCNC(=O)COC(=O)c1cc(S(=O)(=O)N2CCCc3ccccc32)ccc1Cl,·,1,6,11,-4,5,-1.8,3,0.5
CCCN1CNC(=S)N(CCc2ccccc2)C1,·,10,0,2,-8,0,-1.1,0,-0.4
COCCn1c(=S)[nH]c2cc(C(=O)N3CCN(c4cccc(Cl)c4)CC3)ccc2c1=O,-1.9,9,1,-3,8,3,-1.0,6,2.4
CCOC(=O)C1CCN(CC(O)COc2ccc(C(C)=O)cc2)CC1 (stereo not given),-0.5,7,-1,·,-4,-1,-0.7,-6,-0.5
CCCCOC(=O)/C=C/c1c(C)[nH]c(=O)[nH]c1=O,·,15,8,4,8,-4,-2.2,-2,-0.2
CCOc1ccc(-n2cc(C(=O)NCc3ccco3)c3cc(OC)c(OC)cc3c2=O)cc1,-1.2,5,19,0,4,4,-1.0,3,0.3
CCC1Nc2ncnc(N3CCN(c4ccccn4)CC3)c2N(Cc2ccc(Br)cc2)C1=O (stereo not given),1.2,4,4,0,-4,-2,-1.7,-12,1.5
CCCCCC(=O)N[C@@H](c1ccccc1)[C@@H](O)C(=O)O[C@H]1C[C@@]2(O)[C@@H](OC(=O)c3ccccc3)C3[C@](C)(C(=O)[C@H](OC(C)=O)C(=C1C)C2(C)C)[C@@H](O)C[C@H]1OC[C@@]31OC(C)=O (stereo not given in full),-1.8,-1,3,19,6,0,-3.6,1,2.8
O=C(O)c1cccc(N2C(=O)C3CC=CCC3C2=O)c1 (stereo not given),-0.4,11,-3,-1,-3,2,-0.5,-9,4.1
O=C(CCNC(=O)c1ccccc1Cl)NCCc1ccc(Cl)cc1,-1.2,-7,1,-1,-8,-1,-3.2,20,-1.2
CC1(C)CC(=O)C2=C(C1)Nc1ccccc1NC2c1ccc(F)cc1 (stereo not given),-0.5,27,5,5,8,0,-3.3,7,2.4
Cc1cc2ncn(/N=C/c3ccc([N+](=O)[O-])o3)c2cc1C,-1.9,12,30,-3,4,0,-1.2,-2,3.7
Oc1c(CNc2ccccc2)cc(COCc2ccccc2)c2cccnc12,2.9,6,-3,3,3,0,-0.3,-8,·
CCOc1ncccc1C(=O)NCc1ccc(OC)c(OC)c1,·,10,-10,10,0,0,-3.6,-1,-2.4
C[C@H]1CN([C@@H](C)CO)C(=O)CCCn2nncc2CO[C@@H]1CN(C)Cc1ccc(Oc2ccccc2)cc1,1.0&0.1,0,2,-11,·,-2,-6.5,0,·
Fc1ccc2nc(C(F)(F)F)cc(N3CCOCC3)c2c1,-0.6,8,0,6,·,1,-3.3,-6,-2.3
CCC(c1nnc(SCC(=O)NCC2CCCO2)n1Cc1ccccc1)N(C)C (stereo not given),-1.3,2,1,0,5,1,-4.0,-3,-1.0
O=C1COc2ccc(C(=O)COC(=O)CCCOc3ccccc3)cc2N1,-0.4,19,-9,2,·,3,-1.9,4,·
CCNC(=S)NNC(=O)Cn1nc(C)cc1C,·,-7,-4,·,11,0,-1.4,-2,0.2
COc1ccc(OC)c(CN2CCCCCC2)c1,-2.2,4,2,-4,-7,1,0.3,?,-0.2
CCOC(=O)C1=C(COC(=O)C2CC(=O)N(c3ccccc3CC)C2)NC(=O)NC1C (stereo not given),0.6,4,5,2,·,-1,-2.3,3,·
Cc1ccc2c(c1)C(c1ccc(F)cc1)N(C(=O)c1ccccc1Br)CC(=O)N2 (stereo not given),-0.1,2,-7,-4,11,4,1.8,7,0.3
CCN(CC)c1ccc(C(=O)c2ccccc2C(=O)O)c(O)c1,-0.5,42*,5,4,9,-6,2.7,-5,0.6
CCN(CC)C(=O)COc1ccc(Br)cc1Cl,-0.6,-12,0,2,3,2,-2.3,-3,-2.4
CCS(=O)(=O)c1ccc(O)c(NC(=O)CC2(CC(=O)O)CCCC2)c1,-0.2,3,4,4,-2,3,0.3,?,-1.3
CC(C)CC(=O)NC(NC(=S)Nc1sc2c(c1C#N)CCCC2)C(Cl)(Cl)Cl (stereo not given),·,5,-40,4,-68,-3,-2.5,2,-0.3
CCn1c(=N)n(CCO)c2ccccc21,-0.6,4,6,6,6,-1,-2.2,-11,-4.2
Cc1cc(Cl)ccc1OCCCC(=O)OCC(=O)c1c(N)n(C)c(=O)n(C)c1=O,-1.3,6,11,3,-22,-3,-4.9,4,9.4
CCOC(=O)C(NC(=O)NCc1ccccc1OC)(OCC)C(F)(F)F (stereo not given),·,4,-6,1,-7,5,-1.1,3,0.4
CCCc1ccc2oc(C(=O)NCCCN3CCOCC3)c(C)c2c1,-1.0,0,4,-2,2,5,-1.6,3,2.6
CC(=O)N1C[C@H]2CON(C)[C@H]2C[C@H]1c1ccccc1,-2.2,·,·,-1,·,1,-1.0,-6,·
COC(=O)c1cn(CC(=O)NCc2cccs2)c2ccccc12,-3.0,4,3,-2,0,-2,-2.9,3,1.2
O=C(Cn1ccc(C(F)(F)F)n1)Nc1cccc(S(=O)(=O)N2CCCCC2)c1,·,-5,5,9,3,-2,-2.3,-6,-1.9
CC(=O)Nc1ccc(C(=O)OCC(=O)Nc2ccccc2F)cc1,·,-4,11,6,-6,-6,-3.3,-1,-0.5
COc1ccc(CCC(=O)Nc2ccc(S(=O)(=O)N3CCCC3)cc2)cc1OC,0.0,-3,-3,1,-5,-3,-3.0,-2,-0.9
CCOC(=O)c1c(C)[nH]c(C2=NNC(=Nc3ccccc3OC)SC2)c1C,·,14,-14,-3,13,-3,-0.6,-4,-1.9
CCS(=O)(=O)C1=NN2C(=N)/C(=C\c3ccc(OS(=O)(=O)c4ccccc4)cc3)C(=O)N=C2S1,5.9,25,4,·,-17,1,-16,-6,5.3
CCOC(=O)C1=C(C)NC(=O)NC1c1ccc2c(c1)OCO2 (stereo not given),-2.0,4,7,1,7,-2,-2.0,-15,-0.1
O=C(COc1ccccc1F)N1N=C(c2cccs2)CC1c1ccco1 (stereo not given),·,11,-13,-3,·,8,-1.9,?,·
CCOCCCn1c(=S)[nH]c2cc(C(=O)N3CCC(C(N)=O)CC3)ccc2c1=O,1.2,-2,0,-5,1,2,-2.1,2,-0.6
Cc1ccc(S(=O)(=O)C(C#N)c2nc3ccccc3nc2N2CCC(C)CC2)cc1 (stereo not given),-1.7,1,4,-3,·,0,-2.3,8,·
CCOC(=O)C1CCCN(C(=O)c2cc3c(OC)c(OC)c(OC)cc3[nH]2)C1 (stereo not given),-0.2,4,6,-7,0,7,-1.4,-26,-1.7
O=C(CCc1nnc2n(Cc3ccccc3Cl)c(=O)c3ccccc3n12)NCCCN1CCOCC1,-0.9,6,5,0,5,3,1.5,4,-3.0
O=C(COc1ccc2ccc(=O)oc2c1)N1CCC(C(=O)O)(c2ccccc2)CC1,23,1,10,-3,1,27*,-3.1,-6,-3.8
O=C(Nc1ccccc1)c1ccccc1OCc1cccc([N+](=O)[O-])c1,·,5,3,-1,-20,0,-0.5,1,0.5
CCO[C@@H]1OC(C(=O)N2CCOCC2)=C[C@H](C)[C@H]1CCCO,-0.6,4,3,-3,8,0,-3.7,-2,-0.1
COc1ccc2c(C)cc(SCn3nnc4ccccc4c3=O)nc2c1,·,2,-12,-8,-5,0,-1.5,-8,2.5
CCOC(=O)Cc1csc(NC(=O)Nc2cccc(OC)c2)n1,-0.6,-4,8,0,-4,1,0.0,1,4.9
Cc1ccnc(N/C=C(/NC(=O)c2ccccc2)C(=O)NN)n1,-1.9,16,5,-8,6,2,0.8,-6,-0.9
Cc1onc(-c2c(Cl)cccc2Cl)c1C(=O)c1c[nH]c(C(=O)NCC2CCCO2)c1 (stereo not given),-0.9,4,-3,-1,-3,0,0.6,-13,·
Cc1nn(Cc2ccccc2)c(C)c1C=C1C(=O)NC(=O)NC1=O,-1.3,11,-13,5,-17,0,-0.9,6,-2.1
c1ccc(CNc2ncnc3sc4c(c23)CCCC4)nc1,·,2,-1,14,-6,3,-2.2,-1,0.3
O=C(Nc1ccccc1)NC1CCN(CCCN2C(=O)c3ccccc3C2=O)CC1,1.0,5,2,-9,3,3,2.3,-7,-0.5
CC1CCN(CCCNC(=O)C2CC(=O)N(CCc3ccccc3)C2)CC1 (stereo not given),0.3,-3,10,-1,-3,-1,0.1,10,3.0
Fc1ccc(OCc2nnc(SCCN3CCOCC3)o2)cc1,1.2,4,-11,-3,-4,-3,-1.4,-29,1.1
COC(=O)c1sc(NC(=O)/C=C/c2ccccc2Cl)nc1C,·,-1,-46,-5,-35,0,-2.1,-3,4.6
CSc1ccc(C(=O)C2CCCN(Cc3cccnc3)C2)cc1 (stereo not given),·,5,29,-4,2,0,-2.9,-9,2.2

# Going on with the list.
SMILES,Mtb BioA inh,GDH-TPI inh,MazEF act,PrPC TRFRET,Rv3671c inh,Mtb FBA inh,FadD28 binding,BoNT-F LC inh,UGM FP inh
CC(CNC(=O)CCn1c(=O)c2cccn2c2ccc(F)cc21)c1ccccc1 (stereo not given),-0.6,-7,6,-2,-5,-1,-4.0,-2,-2.1
OC(COc1ccc(CN2CCSCC2)cc1)CN1CCCCC1 (stereo not given),·,-5,0,2,5,-5,-2.1,1,-0.1
O=C(Nc1ccnn1C1CCN(C(=O)c2ccc(Cl)cc2)CC1)C1CC1,2.1,2,1,3,5,-1,-2.1,4,1.2
CC(C)NC(=O)C1(C)CCN1C(=O)c1cccc(F)c1 (stereo not given),-2.1,15,·,-1,·,4,0.5,-1,·
